Source: PubChem (National Center for Advancing Translational Sciences (NCATS))
Nrf2 activator: Nrf2 pathway activation; AREc32 ARE-luciferase reporter (MCF7-derived line), luminescence, 24 h; Potency, µM (doses to about 46.1 µM), for the others: at the highest dose activation, usual class: activators; 0.31% of 410,000 active; note: potency is the fitted concentration of half-maximal effect; % of control where 0% means no effect; nearly all actives have a fitted effect of over 65% in size
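Quantitative high-throughput format: AREc32 reporter cells, 1000 per well, received compound by pin transfer and were incubated 24 hr at 37 deg C, 5% CO2, before Steady-Glo luminescence detection.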
EPAC2 antag: blocks human EPAC2 exchange factor; Q8WZA2; EPAC2 GEF exchange of Rap1B-BODIPY-GDP, fluorescence; Potency, µM (titrated, usually from 114 µM), without a hit: at the top dose activity, negative = inhibition, hits mostly inhibitors; 0.18% of 360,000 active; AID 720708; note: potency is the fitted concentration of half-maximal effect; % is set by controls: 0 for no effect and ±100 for the full control effect; nearly all actives have a fitted effect of over 45% in size; many of its hits are not listed in these tables
Target sequence (Q8WZA2 whole entry, looked up): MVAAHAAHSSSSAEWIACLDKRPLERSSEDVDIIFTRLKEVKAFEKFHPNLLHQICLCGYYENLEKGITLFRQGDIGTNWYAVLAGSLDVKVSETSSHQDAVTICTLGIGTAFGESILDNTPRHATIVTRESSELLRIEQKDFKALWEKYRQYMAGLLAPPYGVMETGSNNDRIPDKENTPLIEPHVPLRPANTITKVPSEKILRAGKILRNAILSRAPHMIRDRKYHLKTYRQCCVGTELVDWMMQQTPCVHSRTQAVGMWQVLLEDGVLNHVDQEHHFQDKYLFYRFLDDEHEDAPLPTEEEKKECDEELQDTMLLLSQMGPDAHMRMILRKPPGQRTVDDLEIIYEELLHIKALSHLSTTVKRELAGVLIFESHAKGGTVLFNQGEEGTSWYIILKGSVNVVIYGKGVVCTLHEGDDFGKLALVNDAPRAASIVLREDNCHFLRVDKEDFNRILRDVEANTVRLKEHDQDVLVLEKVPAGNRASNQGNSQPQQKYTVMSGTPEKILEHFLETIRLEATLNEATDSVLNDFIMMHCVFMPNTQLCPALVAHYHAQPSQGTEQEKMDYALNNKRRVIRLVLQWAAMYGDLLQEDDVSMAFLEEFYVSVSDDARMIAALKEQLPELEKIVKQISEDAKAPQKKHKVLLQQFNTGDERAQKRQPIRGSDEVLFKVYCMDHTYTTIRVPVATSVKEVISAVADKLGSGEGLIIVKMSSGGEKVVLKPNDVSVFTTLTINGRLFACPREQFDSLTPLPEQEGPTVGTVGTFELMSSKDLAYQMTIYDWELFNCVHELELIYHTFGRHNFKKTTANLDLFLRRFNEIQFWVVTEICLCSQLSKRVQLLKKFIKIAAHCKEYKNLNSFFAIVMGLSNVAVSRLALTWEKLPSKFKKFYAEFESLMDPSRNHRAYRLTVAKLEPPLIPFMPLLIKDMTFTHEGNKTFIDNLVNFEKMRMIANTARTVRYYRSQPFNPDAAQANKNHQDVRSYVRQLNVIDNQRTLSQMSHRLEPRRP
A549 viability: kills or reduces viability of A549 cells in Nrf2 counter-screen; AID 504648; A549 ARE-Fluc cells, CellTiter-Fluor viability, 18-24 h; Potency, µM (titrated, usually from 46 µM), for inactives: at the highest dose activity change, negative = cytotoxicity, hits mostly inhibitors; 0.16% of 390,000 active; note: potency is the fitted concentration of half-maximal effect; % is set by controls: 0 for no effect and ±100 for the full control effect
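A549 ARE-Fluc cells in 5% FBS OPTI-MEM, 5000 cells/well, rested 2 h then exposed to compounds in concentration-response for 18-24 h at 37 °C. Viability by CellTiter-Fluor fluorescence (Ex 405/Em 525) after 30 min; luciferase luminescence (BugLite, 15 min, RT) read afterwards.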
pAkt inh: Akt phosphorylation inhibition. 0.32% of 360,000 active. AID 651550. activity change, % for hits at 50 µM. Neuro2A IGF-stimulated pAkt S473 HTRF, 20 min; hits give low values; in the data active = activity change below about -80%; inconclusive = mostly about -51% to -80%; note: % is set by controls: 0 for no effect and ±100 for the full control effect
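Single-point screen (50 µM final compound) in Neuro2A cells stimulated 20 min with 6 nM IGF at 37 deg C. After lysis, Ser473-phosphorylated Akt read by HTRF (ex 330 nm, em 615/665 nm) as the 665/615 ratio.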
CCT chaperon mod: cytosolic chaperonin activity modulation. purified chaperonin ATPase assay, HTRF ADP detection, 30 min. activity change, % (no concentration beside the values), hits read low. 0.3% of 360,000 active; in the data active = activity change below about -30%; note: % is set by controls: 0 for no effect and ±100 for the full control effect
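TRiC (40 or 20 nM final, by batch activity) in 30 mM Tris pH 7.4, 100 mM KCl, 5 mM MgCl2, 1 mM DTT was treated with compound at 76 uM single dose, then 10 uM ATP, 30 min at 37 °C. ADP was read by HTRF Transcreener.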
MmCpn inh: inhibitors of Methanococcus maripaludis chaperonin (MmCpn); purified Mm-Cpn ATPase, ADP Transcreener TR-FRET; Potency, µM (series often up to 76.9 µM), for the others: at the highest dose activity, negative = inhibition, most hits filed as inhibitors; 0.031% of 330,000 active; AID 504842; note: potency is the fitted concentration of half-maximal effect; % is set by controls: 0 for no effect and ±100 for the full control effect; nearly all actives have a fitted effect of over 80% in size
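25 nM Mm-CPN + cpd, 10 min 37°C; + 10 uM ATP, 30 min 37°C; buffer 30 mM Tris pH 7.4, 100 mM KCl, 5 mM MgCl2, 1 mM DTT; Transcreener ADP HTRF detection 30 min RT.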
TGFb SMAD3 inh: blocks TGF-b signaling | Potency, µM (titrated, usually from 46.1 µM), for inactives: at the highest dose activity, negative = inhibition, usual class: inhibitors | HepG2 CAGA-GFP TGF-b/SMAD3 reporter, GFP fluorescence, 18 h; TGF-beta stimulated, 500 pg/mL final | 1.2% of 410,000 active; note: potency is the fitted concentration of half-maximal effect; % is set by controls: 0 for no effect and ±100 for the full control effect; nearly all actives have a fitted effect of over 65% in size
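First, reporter cells (HEPG2 CAGA-GFP) rested 2 h at 37 degrees C. Next, compounds were pinned in and TGF-beta added to 500 pg/mL final. After 18 h, GFP was imaged per cell and summed per well.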
Nrf2 inh: Nrf2 pathway inhibition; Potency, µM (highest dose often 46 µM), without a hit: top-dose activity change, negative = inhibition, hits mostly inhibitors; 2.1% of 360,000 active; A549 ARE-Fluc reporter, luciferase luminescence, 18-24 h; note: potency is the fitted concentration of half-maximal effect; % is set by controls: 0 for no effect and ±100 for the full control effect; nearly all actives have a fitted effect of over 60% in size
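Nrf2 function is reported as luminescence of an ARE-controlled luciferase in A549 cells. Compounds were tested at several concentrations, and a CellTiter-Fluor read on the same wells flagged cytotoxicity.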
EPAC2 agonist: activates human EPAC2 exchange factor. EPAC2 activation, biochemical qHTS; response scale: 100% = 6.5 mM cAMP response. AID 720711. Q8WZA2. 0.079% of 360,000 active. Potency, µM (doses to about 154 µM), for inactives: at the highest dose activation, most hits filed as activators; note: potency is the fitted concentration of half-maximal effect; nearly all actives have a fitted effect of over 50% in size
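Readout is BODIPY fluorescence (480 nm excitation, 540 nm emission), which falls as labeled GDP is exchanged off Rap1B. EPAC2 at 100 nM acted on 250 nM RAP1B-BODIPY-GDP with 50 uM GDP present.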
The depositor's hits bear a star; i = inactive; u = inconclusive; x = not tested or not shown; [ ] = dose if it differs, or a comment. Unless noted, calls come from the whole dose curve; as a rule, active = well fitted curve in the direction sought with a large enough effect; inconclusive = small, poorly fitted or top-dose-only effect, or another doubt; inactive = no such curve, though single readings can be large; an effect the other way counts as inactive or inconclusive. Not all compounds are listed; count on the stated rates, not on these rows.

The opening two compounds, ahead of the listing:
SMILES	Nrf2 activator	EPAC2 antag	A549 viability	pAkt inh	CCT chaperon mod	MmCpn inh	TGFb SMAD3 inh	Nrf2 inh	EPAC2 agonist
Oc1c(Br)cc(/C=N/NC(=S)NCc2ccco2)cc1Br	2.9%	-24.3%	3.7%	i	-2.2	2.1%	0.0%	19.2%	6.5%
CC(=O)Nc1ccc(-c2cc(-c3ccc(NC(C)=O)cc3)nc(-c3ccccc3)n2)cc1	0.0%	0.4%	-0.1%	i	-2.4	-15.2%	u	u	5.1%

Main list (from the top)
SMILES	Nrf2 activator	EPAC2 antag	A549 viability	pAkt inh	CCT chaperon mod	MmCpn inh	TGFb SMAD3 inh	Nrf2 inh	EPAC2 agonist
Oc1c(Br)cc(/C=N/NC(=S)NCc2ccco2)cc1Br	2.9%	-24.3%	3.7%	i	-2.2	2.1%	0.0%	19.2%	6.5%
CC(=O)Nc1ccc(-c2cc(-c3ccc(NC(C)=O)cc3)nc(-c3ccccc3)n2)cc1	0.0%	0.4%	-0.1%	i	-2.4	-15.2%	u	u	5.1%
Cc1nn2c3c(cnc2c1-c1ccccc1)C(=O)CC(c1ccco1)C3 (stereo not given)	1.26µM*	0.7%	-12.4%	i	1.2	-1.8%	5.2%	-24.8%	3.3%
CCCCCCCc1c(C)nc(N2CCOCC2)[nH]c1=O	-0.2%	2.2%	1.4%	x	-2.5	0.8%	2.6%	x	0.9%
O=C(Nc1nc(-c2ccccc2)c(-c2ccccc2)o1)c1ccc(F)cc1	2.4%	-6.6%	-14.7%	i	-2.5	0.9%	-27.6%	u	10.8%
COc1ccc(C2CC(c3ccc(F)cc3)Nc3nc(N)nn32)cc1OC (stereo not given)	0.4%	3.6%	-5.1%	i	0.5	1.8%	-3.5%	0.2%	4.0%
C#CCOCCOCCOCCNc1nc(N2CCN(C(=O)C([C@@H](C)CC)n3cc(C(N)COC(=O)C(F)(F)F)nn3)CC2)nc(N2CCN(C(=O)[C@H](CCC(=O)O)n3cc(C(N)CC(C)C)nn3)CC2)n1 (stereo not given in full)	-0.4%	6.1%	-6.9%	i	-0.5	x	8.9%	-3.3%	0.9%
CCN(CC(=O)NCc1ccc(Cl)cc1)C(=O)NCc1ccc(Cl)cc1	-0.2%	2.6%	0.0%	i	-2.4	-0.1%	-19.0%	u	15.4%
CC1CC(C)CN(CCCNC(=O)C2CCN(c3nnc(-n4cccc4)s3)CC2)C1 (stereo not given)	-0.1%	2.9%	1.2%	i	-0.2	0.4%	-0.8%	13.1%	-0.2%
O=[N+]([O-])c1ccccc1C=NNc1ccccc1	6.31µM*	10.4%	-8.2%	i	-1.5	x	1.0%	-0.6%	10.4%
CN(CC(=O)NCCc1ccc(S(N)(=O)=O)cc1)S(=O)(=O)c1ccc(Br)s1	-0.6%	0.6%	-3.3%	i	-1.2	-0.3%	3.2%	-6.8%	2.8%
CC1=C(C#N)C(c2ccc(O)cc2)C2=C(CC(C)(C)CC2=O)N1 (stereo not given)	0.5%	5.5%	-11.4%	i	-5.0	0.4%	-12.1%	u	-2.6%
CN(Cc1ccccc1)N=Nc1ccccc1	-0.1%	-22.4%	x	i	-6.7	x	-1.5%	x	5.7%
O=C(NC(=S)Nc1ccccc1O)c1cncc(Br)c1	0.4%	4.4%	-7.2%	i	2.1	x	-3.6%	-23.8%	-6.7%
CC(=O)Nc1c2c(nn1-c1ccc(Cl)cc1)CSC2	0.1%	3.3%	10.8%	i	-1.4	0.3%	6.7%	2.3%	3.2%
O=C(NCc1cccc(C(F)(F)F)c1)C1CC(c2ccccc2[N+](=O)[O-])=NO1 (stereo not given)	5.2%	-20.3%	0.0%	i	1.6	0.2%	-3.1%	9.0%	0.4%
COC(=O)Nc1ccc(Oc2ccccc2)cc1	-0.1%	-2.0%	-20.3%	i	-1.4	0.0%	-12.2%	2.3%	8.1%
S=C1NC[C@H](Cc2ccccc2)N1CCCCC1CCCCC1	4.2%	-28.1%	10.7%	i	0.6	x	u	0.7%	-0.3%
O=C(CNC(=O)c1nc[nH]c1C(=O)N1CCNCC1)OCc1ccccc1	0.2%	7.8%	-1.4%	i	0.9	-2.4%	u	11.5%	-1.5%
CCN1CCCC1CNC1=NCCCCC1 (stereo not given)	-0.3%	-2.3%	-3.8%	i	-2.1	3.2%	0.3%	-13.3%	5.8%
CN(CC(=O)Nc1c(Cl)cccc1Cl)C(=O)c1ccc(NS(=O)(=O)c2ccc3[nH]c(=O)[nH]c3c2)cc1	-1.0%	4.8%	9.0%	i	1.7	x	3.3%	18.1%	6.0%
O=C(c1cccc(F)c1)N1CCC(c2nc3ccccc3s2)CC1	-0.3%	6.5%	8.2%	i	-2.2	-0.4%	u	-14.9%	11.5%
Cc1cc(C(=O)Cn2cc(C(F)(F)F)ccc2=O)c(C)n1CC1CCCO1 (stereo not given)	-0.4%	2.8%	-14.3%	i	-2.8	1.1%	-3.2%	5.3%	6.2%
Cc1ccc(NS(=O)(=O)c2sc3ccc(Cl)cc3c2C)cc1	0.3%	-3.7%	-13.4%	i	-1.0	-2.4%	u	u	4.5%
O=C(O)c1ccc2c(c1)C(=O)N([C@H](Cc1cccc3ccccc13)C(=O)O)C2=O	-0.1%	u	-2.4%	x	x	1.0%	6.2%	10.9%	-20.2%
O=C(O)c1ccc(NS(=O)(=O)c2ccc(Cl)cc2)cc1	0.2%	0.0%	1.3%	i	-3.0	x	-5.5%	23.4%	-0.1%
CCOC(=O)C1NN=C(C(=O)c2ccc(C)cc2)C1c1ccc(C)cc1 (stereo not given)	4.6%	-4.6%	-2.0%	i	-3.2	-3.8%	1.6%	-2.1%	2.3%
Oc1ccccc1/C=N/n1c(-c2ccccc2)n[nH]c1=S	3.2%	0.3%	0.2%	i	-2.5	0.4%	-3.1%	-0.9%	10.7%
COc1cc2nc(-c3cccs3)oc(=O)c2cc1OC	0.0%	5.5%	3.1%	i	2.1	x	0.2%	-1.0%	0.3%
CCCCNC(=O)CSc1nc(O)cc(=O)n1C1CCCC1	0.0%	5.9%	-5.7%	i	2.9	0.4%	-10.5%	-10.9%	7.4%
c1ccc(CCNc2ncnc3c2cnn3-c2ccccc2)cc1	4.2%	-17.5%	0.3%	i	-0.9	-3.4%	-1.0%	u	20.7%
CC(C)Cn1c(=O)c2ccccc2n2c(-c3ccc(Br)cc3)nnc12	-0.2%	x	-2.9%	x	x	x	-5.4%	u	x
O=C(Nc1ccn(CCCN2CCC(N3CCOCC3)CC2)c(=O)n1)OCc1ccccc1	-0.4%	12.5%	x	i	0.1	x	3.2%	x	15.4%
O=C(OCc1c(F)cccc1Cl)c1cccnc1Cl	-0.3%	u	-3.5%	i	-0.6	2.9%	-22.8%	-10.2%	2.2%
O=C1c2cccnc2C(=O)N1CO	-0.4%	-0.3%	-2.2%	i	0.1	-6.8%	0.6%	x	2.1%
CCc1nnc2n1N=C(c1ccc(Br)cc1)CS2	2.3%	-1.0%	3.4%	i	1.2	-15.9%	-0.9%	5.7%	3.7%
O=C1C(=O)N(CC2COc3ccccc3O2)c2ccccc21 (stereo not given)	4.1%	-14.6%	0.4%	i	-0.9	-2.9%	u	-6.5%	7.6%
CCN(CC)c1ccc(C2C(C(=O)OCCOC(C)C)=C(C)NC3=C2C(=O)CCC3)cc1 (stereo not given)	0.4%	-1.3%	-12.2%	i	-11.3	-26.7%	-8.8%	-4.6%	4.1%
CC(C)n1c(S(=O)(=O)O)nc2ccccc21	-0.2%	3.9%	9.1%	i	-1.5	2.5%	18.0%	13.4%	-1.4%
CS(=O)(=O)NCc1nnc(SCC(=O)NC2CCCCC2)n1-c1ccc(F)cc1	-1.4%	12.9%	-0.9%	i	-0.1	1.6%	11.4%	x	10.5%
O=C(Nc1ccc(F)cc1F)c1c2c(nc3ccccc13)C(=O)N(C1CCCCC1)C2	0.3%	x	-1.6%	x	x	x	32.7%[activator]	u	x
Cc1cccc(OC2CCN(Cc3c(C(=O)N4CCCC4)nc4ccccn34)CC2)c1	3.2%	1.4%	-4.8%	i	-1.0	-0.7%	-11.1%	3.5%	6.2%
O=C(Nc1nc2c(F)cc(F)cc2s1)C1COc2ccccc2O1 (stereo not given)	-0.3%	-0.3%	0.0%	i	-0.8	-2.2%	-14.2%	0.0%	22.4%
Nc1nnc(SCC(=O)N2CCc3ccccc3C2)s1	0.4%	0.9%	-9.3%	i	-4.5	0.2%	3.9%	u	18.7%
O=C(Nc1cccc(-c2nn[nH]n2)c1)c1ccc(Br)s1	0.4%	-3.3%	0.9%	i	-2.5	-5.2%	u	7.5%	-0.4%
CCCCCC(=O)Nc1ccccc1N1CCN(c2ccccc2)CC1	2.6%	2.5%	-8.5%	i	4.7	-0.7%	-12.4%	-25.5%	7.4%
CCCC(C(=O)NCc1ccco1)N(C(=O)CNS(=O)(=O)c1ccccc1)C1CCCC1 (stereo not given)	3.1%	-7.4%	9.9%	i	0.6	0.1%	u	u	-19.1%
CN(C)C(=O)COc1ccc(S(=O)(=O)c2ccc(OCC(=O)N(C)C)cc2)cc1	-0.4%	1.2%	9.3%	i	1.4	-0.6%	6.7%	u	5.7%
C[C@]12C=CC(=O)C=C1CC[C@@H]1[C@@H]2[C@@H](O)C[C@@]2(C)[C@H]1CC[C@]2(O)C(=O)COC(=O)CCC(=O)NCCc1ccc(O)cc1	-0.5%	5.0%	-0.5%	i	-2.5	-5.4%	4.4%	0.116µM*	13.4%
O=C(COC(=O)c1ncc(Cl)c(Cl)c1Cl)Nc1ccc(Cl)cn1	7.6%	-0.8%	-5.2%	i	-1.5	-2.2%	-11.5%	12.4%	4.3%
